KLK7 zymogen act: proKLK7 zymogen activators, primary screen, biochemical, fluorescence intensity | Kallikrein-7 (Homo sapiens), P49862 | purified proKLK7, EDANS-DABCYL substrate fluorescence; 100% is mature enzyme control, 0% vehicle | activation, % at 7 µM | 370,000 compounds, 0.9% hits | AID 652039, 2013;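 active = activation above the mean of all tested compounds plus 3 SD, computed per campaign excluding outliers beyond control limits, cut at about 13% in these data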
TDP2 absorb: human TDP2 enzyme inhibitors, primary screen, biochemical, epi absorbance, recombinant enzyme; inhibition, % at 12.8 µM; T5PNP hydrolysis, p-nitrophenol absorbance 415 nm; 370,000 compounds, 0.34% hits;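 active = inhibition above the mean of all tested compounds plus 3 SD, set per campaign, cut at about 25% in these data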;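 note: 0% = DMSO with enzyme and 100% = buffer with substrate but no TDP2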
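System: recombinant human TDP2 / Amount: 120 nM TDP2 per well / Also added: 5 mM T5PNP chromogenic substrate / Doses: 12.8 µM single point, 1% DMSO / Incubation: 2 h at 37 °C / Detection: p-Nitrophenol epi absorbance / Evaluation: % inhibition relative to enzyme-containing and enzyme-free wells / Repeats: singlicate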
DDE Tn7 FP inh: inhibitors of Tn7 peptide binding to fibrin DD(E), primary screen, biochemical, fluorescence polarization, human fibrin, Tn7 probe; Fibrinogen beta chain (Homo sapiens), P02675; FP displacement of FITC-Tn7 peptide from fibrin DD(E); 0% = median of compound wells per plate; inhibition, % at 8.3 µM; 370,000 compounds, 0.13% hits; AID 720508, 2013;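 active = inhibition above the mean of compounds falling within the control limits plus 3 SD of them, cut at about 14% in these data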;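 note: 0% = plate median of compound wells and 100% = 10 µM Aha-Tn7 peptide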
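Also added: labelled Tn7 tracer, 0.1 µM; Assay system: human fibrin DD(E) protein; Amount: 2 µM fibrin DD(E); Schedule: 10 min compound pre-incubation, 3 h probe incubation at room temperature; Repeats: one replicate per compound; Read-out basis: percent inhibition; Measured by: fluorescence polarization of the labelled Tn7 tracer.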
ARFGAP1 inh: inhibitors of rat ARFGAP1 GAP activity, primary screen, biochemical, fluorescence polarization, GDP tracer; ADP-ribosylation factor GTPase-activating protein 1 (Rattus norvegicus), Q62848; Arfgap1-stimulated ARF1 GTP hydrolysis, GDP FP detection; inhibition, % at 16.5 µM; 360,000 compounds, 0.26% hits; AID 651572, 2012;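 active = inhibition above a per-plate limit, mean inhibition of low control wells plus 3 SD, cut at about 25% in these data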;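 note: 0% = DMSO wells with enzyme and 100% = wells lacking Arfgap1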
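System: truncated rat Arfgap1 GAP domain / Medium: HEPES-based buffer, pH 7.5 / Also added: N-terminally truncated human ARF1-GTP substrate / Incubation: enzyme reaction 120 min at 25 °C after 20 min preincubation / Measured by: FP of antibody-bound GDP Alexa 633 tracer, ex 620/em 688 nm / Replicates: singlicate, each compound tested once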
LEDGF integ inh: blockers of LEDGF/p75-dependent integrase strand transfer – biochemical, TR-FRET, high throughput, primary screen | HIV-1 integrase (with human LEDGF/p75) | TR-FRET IN-LEDGF/p75 DNA integration, Eu/Cy5 | inhibition, % at 3.7 µM | 370,000 compounds, 0.64% hits | AID 743269, 2014;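 active = inhibition above the screen-wide mean plus 3 SD, cut at about 13% in these data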;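 note: signal is the Cy5 over europium emission ratio at 671 and 618 nm; 0% = plate median of compound wells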
ADAM17 inh: ADAM17 inhibitors, primary screen, biochemical, QFRET; recombinant ADAM17, EDANS/DABCYL FRET peptide cleavage; inhibition, % at 6.95 µM; Disintegrin and metalloproteinase domain-containing protein 17 (Homo sapiens), P78536; 370,000 compounds, 0.83% hits;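 active = inhibition above the mean of compounds lying between control limits plus 3 SD, set per campaign, cut at about 8.5% in these data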;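 note: 0% = DMSO-only wells as the low control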
DDE Tn6 FP inh: inhibitors of Tn6 peptide binding to fibrin DD(E), primary screen, biochemical, fluorescence polarization, human fibrin, Tn6 probe; Fibrinogen beta chain (Homo sapiens), P02675; Fibrin DD(E) TRITC-Tn6 fluorescence polarization displacement; inhibition, % at 8.3 µM; 370,000 compounds, 0.21% hits; AID 720509, 2013;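 active = inhibition above a per-campaign cutoff: mean of compounds within control limits plus 3 SD, cut at about 15% in these data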;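 note: 0% = median of all compound wells on the plate and 100% = blocking peptide control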
ASAP1 GAP inh: inhibitors of human ASAP1 ArfGAP activity, primary screen, biochemical, fluorescence polarization. Arf-GAP with SH3 domain, ANK repeat and PH domain-containing protein 1 (Homo sapiens), …. ASAP1-stimulated ARF1 GTP hydrolysis, GDP FP detection. inhibition, % at 16.5 µM. 360,000 compounds, 0.19% hits. AID 624377, 2012; in the data active = inhibition above about 25%;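 note: 0% = vehicle with enzyme and substrate and 100% = no enzyme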
ADAM10 inh: human ADAM10 inhibitors, primary screen, biochemical, QFRET, HTS. Disintegrin and metalloproteinase domain-containing protein 10 (Homo sapiens), O14672. recombinant ADAM10, EDANS/DABCYL FRET peptide cleavage, 3 h. 370,000 compounds, 0.62% hits. inhibition, % at 7 µM. AID 720582, 2013;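 active = inhibition above a per-campaign cutoff equal to the mean of compounds falling between control-based bounds plus 3 SD, cut at about 20% in these data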;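 note: 0% = DMSO wells while the 100% control is not disclosed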
PLCg1 inh: PLC-gamma1 enzyme inhibitors, primary screen, biochemical, fluorescence, purified enzyme. fluorogenic substrate. inhibition, % at 12.2 µM. 370,000 compounds, 0.84% hits; in the data active = inhibition above about 9.5%
Target sequence (P19174 whole entry, looked up): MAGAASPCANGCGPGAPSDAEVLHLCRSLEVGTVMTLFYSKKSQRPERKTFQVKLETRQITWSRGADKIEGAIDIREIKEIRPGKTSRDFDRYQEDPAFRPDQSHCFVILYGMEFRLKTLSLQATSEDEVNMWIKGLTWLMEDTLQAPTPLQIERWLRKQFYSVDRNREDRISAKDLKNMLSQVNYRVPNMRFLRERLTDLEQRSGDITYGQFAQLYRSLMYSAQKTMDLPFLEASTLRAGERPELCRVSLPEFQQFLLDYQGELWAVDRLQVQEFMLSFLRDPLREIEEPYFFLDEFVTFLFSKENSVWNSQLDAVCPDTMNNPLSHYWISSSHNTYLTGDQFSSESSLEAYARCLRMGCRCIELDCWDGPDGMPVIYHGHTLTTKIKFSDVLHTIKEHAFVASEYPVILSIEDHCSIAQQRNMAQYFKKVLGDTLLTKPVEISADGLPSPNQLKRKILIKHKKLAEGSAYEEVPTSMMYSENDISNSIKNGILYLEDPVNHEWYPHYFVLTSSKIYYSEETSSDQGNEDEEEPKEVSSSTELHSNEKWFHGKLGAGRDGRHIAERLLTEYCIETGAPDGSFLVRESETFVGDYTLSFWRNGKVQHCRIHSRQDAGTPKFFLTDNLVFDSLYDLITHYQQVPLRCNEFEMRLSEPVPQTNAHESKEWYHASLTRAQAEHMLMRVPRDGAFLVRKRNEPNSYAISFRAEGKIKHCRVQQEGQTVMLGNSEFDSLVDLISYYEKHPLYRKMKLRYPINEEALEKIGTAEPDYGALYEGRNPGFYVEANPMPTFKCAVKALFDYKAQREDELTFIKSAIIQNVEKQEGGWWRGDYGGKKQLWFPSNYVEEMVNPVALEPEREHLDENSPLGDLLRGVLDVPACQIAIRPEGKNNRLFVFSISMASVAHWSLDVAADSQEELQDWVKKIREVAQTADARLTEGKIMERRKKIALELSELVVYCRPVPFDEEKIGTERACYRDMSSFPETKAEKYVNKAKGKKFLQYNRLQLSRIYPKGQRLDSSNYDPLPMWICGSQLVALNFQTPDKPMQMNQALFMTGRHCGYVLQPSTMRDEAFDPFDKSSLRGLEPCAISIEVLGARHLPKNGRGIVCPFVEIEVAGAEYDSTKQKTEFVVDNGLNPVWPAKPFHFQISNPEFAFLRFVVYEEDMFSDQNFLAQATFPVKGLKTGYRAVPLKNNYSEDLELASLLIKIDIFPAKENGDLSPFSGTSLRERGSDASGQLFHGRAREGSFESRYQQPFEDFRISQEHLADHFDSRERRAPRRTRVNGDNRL
* marks the source's active call; other numbers are inactive results; · = not tested or not shown.

SMILES	KLK7 zymogen act	TDP2 absorb	DDE Tn7 FP inh	ARFGAP1 inh	LEDGF integ inh	ADAM17 inh	DDE Tn6 FP inh	ASAP1 GAP inh	ADAM10 inh	PLCg1 inh
COc1ccc(CCC(=O)Nc2nnc(C)s2)cc1	0.1	2	1	0	-2	-2	-1	0	1	1
CCCCC[C@@H]1[C@@H]2C(=C(OCC)C[C@@H]3C(=O)N(c4ccccc4)C(=O)[C@H]23)[C@H](c2ccccc2)N1S(=O)(=O)c1ccc(C)cc1	-0.5	-2	-1	1	-6	-3	-2	-5	-11	0
CCSc1nnc(NC(=O)C(C)(C)C)s1	-0.4	3	4	1	-1	-1	9	-8	1	-5
O=C1NC[C@H](CCCCN2CCN(Cc3ccccc3)C(=O)C2=O)N(CCc2ccc(O)cc2)C1=O	-0.1	1	-2	10	2	-4	-3	4	-1	0
Brc1ccc2nc(C3CCCCC3)c(CC3CCCCC3)n2c1	0.7	4	-8	15	2	-5	-7	-3	-12	-1
O=C(COC(=O)c1ccccc1SCC(=O)N1CCCC1)NC1CCCCC1	0.2	26*	0	-7	3	-3	-7	-2	-7	-1
Cc1cc(S(=O)(=O)NCCN2CCOCC2)c(C)s1	0.3	-11	2	2	-3	-2	13	-14	2	2
CC1=C(C(=O)N(C(C)C)C(C)C)CC(CC(=O)NC2CCCCC2)C(=O)N1Cc1ccc(C(C)(C)C)cc1 (stereo not drawn)	0.5	1	4	-9	-1	2	10	-12	4	2
CCSc1nc2ccc(OC)cc2cc1C#N	0.3	5	1	-6	2	-2	3	-9	2	1
CC(C)(CC1(C)NC(=O)NC1=O)OCc1ccccc1 (stereo not drawn)	-0.2	-7	0	4	-2	5	-2	7	0	4
Cc1cc(NC(=O)COC(=O)CCn2c(C)csc2=O)c([N+](=O)[O-])cc1C	-0.2	4	3	1	0	-1	-5	0	-4	-1
CC(=O)Nc1ccc(NC(=O)c2ccc(COc3ccccc3)cc2)cc1	-0.9	5	-3	5	-1	-4	1	9	4	1
CC(C)OC(=O)c1ccc(NCc2cc(O)ccc2O)cc1Cl	0.7	6	-9	8	7	3	-3	17	12	0
CC(C)(C)C1CCc2c(sc(NC(=O)c3ccco3)c2C(N)=O)C1 (stereo not drawn)	-0.6	-5	7	-5	-5	-4	-1	15	-3	-1
Cc1ccc(N2C(=O)[C@@H]3C(c4cccnc4)=NO[C@@H]3C2=O)c(C)c1	-0.4	6	4	1	-3	-2	3	-9	-4	2
CCn1c(C)cs/c1=N\S(=O)(=O)c1ccccc1	-0.2	-7	7	-4	-3	2	10	-8	-2	-2
Cc1ccc(SCc2cc(=O)[nH]c(N3CCN(Cc4ccc5c(c4)OCO5)CC3)n2)cc1	-0.2	7	7	5	0	-3	9	-6	-1	1
CS(=O)(=O)N(CC(=O)N1CCCCCC1)c1cccc(Br)c1	-0.8	-6	0	-10	4	-6	1	-9	-3	0
O=C(C1CC=CCC1)N1CCCCCC1 (stereo not drawn)	0.2	-5	-10	21	3	-2	-4	-1	-2	-1
O=c1cc(CO)oc(C(Nc2ccccn2)c2ccccc2Cl)c1O (stereo not drawn)	-2.0	20	-3	4	0	0	8	-9	-2	-1
Cc1cccc(-c2nc3c(s2)CCc2onc(-c4ccc(Br)cc4)c2-3)c1	0.4	13	-4	-10	-4	-3	1	2	-2	0
COc1ccc(-c2cc3c(=O)n(CC(=O)Nc4ccc(Cl)cc4)ncn3n2)cc1	0.3	13	-1	7	-1	-4	1	4	-5	-4
COc1ccc(N2CCN(C(=O)COC(=O)CNC(=O)c3ccc(Cl)cc3Cl)CC2)cc1	0.0	-5	-1	12	1	-1	-8	5	-4	-2
O=C(c1cc(C2CC2)on1)N1CCN(c2ccc(F)cc2)CC1	0.2	4	4	9	1	2	1	-5	-11	-2
O=C(OCc1c(F)cccc1Cl)c1cnc2ccccc2n1	-1.0	-15	-3	2	8	2	-3	-5	4	6
CC(OC(=O)c1cccs1)C(=O)NCc1ccco1 (stereo not drawn)	-0.3	10	-1	6	1	0	0	6	2	0
O=C(Nc1ccn(Cc2ccccc2)n1)c1cccc(F)c1	-0.3	3	6	2	-1	1	1	4	-2	1
Cc1cc2oc(=O)cc(CN3CCC(C)CC3)c2cc1Cl	-0.1	-3	8	1	0	-3	-2	3	7	-2
CCOc1ccc(CNC(=S)N/N=C/c2cccnc2)cc1	0.4	2	2	8	1	-1	-4	-1	-7	3
CN(Cc1ccccc1)C(=O)COc1ccc(-c2nnco2)cc1	-0.5	4	-5	-1	-1	-1	-4	3	-5	0

An excerpt from the list above, for reference:
SMILES	KLK7 zymogen act	TDP2 absorb	DDE Tn7 FP inh	ARFGAP1 inh	LEDGF integ inh	ADAM17 inh	DDE Tn6 FP inh	ASAP1 GAP inh	ADAM10 inh	PLCg1 inh
Cc1ccc(N2C(=O)[C@@H]3C(c4cccnc4)=NO[C@@H]3C2=O)c(C)c1	-0.4	6	4	1	-3	-2	3	-9	-4	2
CCn1c(C)cs/c1=N\S(=O)(=O)c1ccccc1	-0.2	-7	7	-4	-3	2	10	-8	-2	-2
Cc1ccc(SCc2cc(=O)[nH]c(N3CCN(Cc4ccc5c(c4)OCO5)CC3)n2)cc1	-0.2	7	7	5	0	-3	9	-6	-1	1
CS(=O)(=O)N(CC(=O)N1CCCCCC1)c1cccc(Br)c1	-0.8	-6	0	-10	4	-6	1	-9	-3	0
O=C(C1CC=CCC1)N1CCCCCC1 (stereo not drawn)	0.2	-5	-10	21	3	-2	-4	-1	-2	-1
O=c1cc(CO)oc(C(Nc2ccccn2)c2ccccc2Cl)c1O (stereo not drawn)	-2.0	20	-3	4	0	0	8	-9	-2	-1
Cc1cccc(-c2nc3c(s2)CCc2onc(-c4ccc(Br)cc4)c2-3)c1	0.4	13	-4	-10	-4	-3	1	2	-2	0
COc1ccc(-c2cc3c(=O)n(CC(=O)Nc4ccc(Cl)cc4)ncn3n2)cc1	0.3	13	-1	7	-1	-4	1	4	-5	-4
COc1ccc(N2CCN(C(=O)COC(=O)CNC(=O)c3ccc(Cl)cc3Cl)CC2)cc1	0.0	-5	-1	12	1	-1	-8	5	-4	-2
O=C(c1cc(C2CC2)on1)N1CCN(c2ccc(F)cc2)CC1	0.2	4	4	9	1	2	1	-5	-11	-2
O=C(OCc1c(F)cccc1Cl)c1cnc2ccccc2n1	-1.0	-15	-3	2	8	2	-3	-5	4	6
CC(OC(=O)c1cccs1)C(=O)NCc1ccco1 (stereo not drawn)	-0.3	10	-1	6	1	0	0	6	2	0
O=C(Nc1ccn(Cc2ccccc2)n1)c1cccc(F)c1	-0.3	3	6	2	-1	1	1	4	-2	1

More structures:
SMILES	KLK7 zymogen act	TDP2 absorb	DDE Tn7 FP inh	ARFGAP1 inh	LEDGF integ inh	ADAM17 inh	DDE Tn6 FP inh	ASAP1 GAP inh	ADAM10 inh	PLCg1 inh
CC(=O)Oc1ccc(C(=O)Nc2nnc(C)s2)cc1	0.3	3	-5	13	2	5	-6	-19	4	5
C/C(=N\NC(=O)CNC(=O)C(c1ccccc1)c1ccccc1)c1ccc(C)cc1	0.2	4	-5	-1	-2	1	0	2	-1	-5
CC(=O)NC(c1ccccc1)c1nc(-c2cc(F)cc(F)c2)cs1 (stereo not drawn)	0.8	-14	5	2	5	6	4	2	7	4
Cc1cccc(NC(=O)CCNC(=O)c2ccccc2Cl)n1	-0.4	12	-1	-6	-1	1	-7	3	5	3
NS(=O)(=O)c1cccc(NC(=O)COC(=O)CN2C(=O)c3ccccc3C2=O)c1	0.8	2	6	18	-1	-2	4	-2	-15	-1
COc1ccc(C(=O)Nc2nc(-c3ccc(OC)cc3)c(-c3ccc([N+](=O)[O-])cc3)s2)cc1	0.2	-4	3	-7	-1	1	11	-1	-6	-3
O=C(OC12CCCN(C1)/C(=C/c1cccc(Cl)c1)C2)c1ccccc1 (stereo not drawn)	0.1	-3	-4	·	-3	2	-7	·	4	1
COC(=O)[C@@]1(Cc2ccccc2)[C@H]2C(=O)N(C)C(=O)[C@H]2[C@H]2CN=C(SCc3ccc(Cl)cc3)N21	0.5	-3	1	5	-3	-1	-2	6	-6	2
Cc1cccc(NCC(O)Cn2cnc3c2c(=O)n(C)c(=O)n3C)c1 (stereo not drawn)	0.2	-18	5	-2	-6	-3	4	13	-1	-4
Cc1cc2oc3c(c(=O)c2cc1C)C(c1cccc(Br)c1)N(Cc1ccco1)C3=O (stereo not drawn)	0.9	10	5	-4	2	-9	-3	-11	-12	-3

Screening results from PubChem.
